RBBP9 inhibitor = human RBBP9 inhibitors, primary screen, biochemical, fluorescence polarization, FP-Rh probe, HTS; 220,000 compounds, 0.2% hits; Serine hydrolase RBBP9 (Homo sapiens), O75884; inhibition, % at 7.94 µM; recombinant RBBP9;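 active = inhibition above the campaign mean of all tested compounds plus 3 SD, cut at about 14% in these data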;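 note: plate controls were DMSO wells with RBBP9 for no effect and wells lacking RBBP9 protein for full effect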
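System: RBBP9 protein | Quantity: 2.5 µM RBBP9 dispensing solution, before mixing | Reagent: FP-Rh probe, 375 nM dispensing solution | Timing: Enzyme-compound preincubation 30 min, then probe labeling 45 min, 25 °C | Measured by: Fluorescence polarization | Read-out: % inhibition | Replication: One well per compound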
BaF3 parental = parental Ba/F3 cell viability inhibition, counter-screen for JAK2V617F inhibitor project, murine pro-B, CellTiter-Glo luminescence. CellTiter-Glo ATP luminescence. inhibition, % at 5.6 µM. 220,000 compounds, 1.1% hits. AID 1486, 2009;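 active = inhibition above a per-campaign cutoff, the mean inhibition of all tested compounds plus 3 SD, cut at about 27% in these data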;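 note: 0% = DMSO wells and 100% = JAK Inhibitor I control wells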
NCF1 inh = p47phox/p22phox peptide binding inhibitors, primary screen, biochemical, uHTS, NADPH oxidase regulatory subunit. Neutrophil cytosol factor 1 (Homo sapiens), P14598. fluorescence polarization, 2 h. inhibition, % at 24.7 µM. 220,000 compounds, 0.53% hits. AID 1274, 2008;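 active = inhibition above about 30%, limit read from the data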;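 note: 0% = p47phox with labelled peptide and 100% = labelled peptide alone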
Tb hexokinase = Trypanosoma brucei hexokinase 1 inhibitors, primary screen, biochemical, G6PDH-coupled NADH absorbance, MLSCN library; hexokinase 1 [Trypanosoma brucei]; recombinant TbHK1, G6PDH-coupled NADH A340; inhibition, % at 10 µM; 220,000 compounds, 0.11% hits; AID 1430, 2008;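 active = inhibition of 50% or more in the single-dose primary screen; inactive = inhibition below 50%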
Ba/F3 V617F tox = reduced viability of JAK2V617F-dependent Ba/F3 cells, primary screen, JAK2V617F inhibitor project, cell-based, Ba/F3 EpoR-JAK2V617F, luminescence. ATP luminescence. inhibition, % at 5.6 µM. 220,000 compounds, 1.1% hits. AID 1446, 2008;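 active = inhibition above the campaign mean plus 3 SD over all tested compounds, cut at about 24% in these data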;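 note: cytokine-independent growth of Ba/F3 cells driven by EpoR plus mutant JAK2; 0% = DMSO-treated cells and 100% = JAK inhibitor I control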
EP2 antag = human EP2 receptor antagonists, primary screen, TR-FRET cAMP, C6 glioma cells | Prostaglandin E2 receptor EP2 subtype (Homo sapiens), P43116 | C6 glioma cells expressing human EP2; cells stimulated with saturating PGE2 | inhibition, % at 25 µM | 260,000 compounds, 0.52% hits;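 active = percent inhibition above 40 after rounding to a whole number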;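 note: rat C6 glioma host cells with rolipram phosphodiesterase inhibitor present; the protocol text gives 20 µM as final concentration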
Target sequence (P43116 whole entry, looked up): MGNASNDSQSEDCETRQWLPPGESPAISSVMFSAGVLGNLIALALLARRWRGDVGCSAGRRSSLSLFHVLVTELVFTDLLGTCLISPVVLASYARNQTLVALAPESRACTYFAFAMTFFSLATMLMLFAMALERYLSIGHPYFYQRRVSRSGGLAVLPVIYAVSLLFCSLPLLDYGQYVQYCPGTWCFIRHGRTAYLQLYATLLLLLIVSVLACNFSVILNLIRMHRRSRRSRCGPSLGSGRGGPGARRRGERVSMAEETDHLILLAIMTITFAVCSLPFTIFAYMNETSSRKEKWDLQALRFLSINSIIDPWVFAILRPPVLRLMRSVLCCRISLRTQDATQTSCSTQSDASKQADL
Furin inhibitor = human furin inhibitors, primary screen, biochemical, fluorescence intensity. purified furin, fluorogenic substrate cleavage. inhibition, % at 30 µM. 220,000 compounds, 0.061% hits; in the data active = inhibition above about 25%; note: inactives centre near -15
Target sequence (P09958 108-714 limits assumed): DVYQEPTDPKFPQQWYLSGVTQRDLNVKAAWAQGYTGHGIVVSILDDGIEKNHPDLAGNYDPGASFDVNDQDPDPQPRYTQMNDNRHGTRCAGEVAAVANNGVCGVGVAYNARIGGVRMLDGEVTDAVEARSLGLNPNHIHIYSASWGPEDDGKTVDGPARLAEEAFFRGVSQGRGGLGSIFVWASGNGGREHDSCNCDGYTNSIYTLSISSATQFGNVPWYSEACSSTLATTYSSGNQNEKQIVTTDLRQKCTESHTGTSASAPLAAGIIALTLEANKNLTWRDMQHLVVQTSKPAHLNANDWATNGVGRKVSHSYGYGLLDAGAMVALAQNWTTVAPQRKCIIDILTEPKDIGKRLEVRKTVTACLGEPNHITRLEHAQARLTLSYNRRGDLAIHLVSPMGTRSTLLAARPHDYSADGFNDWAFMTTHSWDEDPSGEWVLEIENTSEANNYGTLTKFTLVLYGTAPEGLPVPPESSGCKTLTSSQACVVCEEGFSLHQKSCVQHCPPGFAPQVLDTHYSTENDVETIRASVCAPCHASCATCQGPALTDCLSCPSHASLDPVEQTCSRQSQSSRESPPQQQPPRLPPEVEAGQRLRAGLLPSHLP
PPC-1+TRAIL kill = compounds killing PPC-1 cancer cells with TRAIL present, primary screen, TRAIL potentiator project, ATPLite luminescence, uHTS | PPC-1 cells + TRAIL, ATPLite viability luminescence | cell killing (% activity), % at 4 µM | 220,000 compounds, 0.41% hits;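 active = cell killing above 50% in the first pass at 4 µM, then a duplicate retest at 5 µM averaging 50% or more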;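 note: plate controls were cells with TRAIL plus DMSO for no effect and medium-only wells lacking cells for full effect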
p97 inhibitor = inhibitors of human p97 ATPase, primary screen, biochemical; Transitional endoplasmic reticulum ATPase (Homo sapiens), P55072; AID 1481, 2009; recombinant p97 ATPase, Kinase-Glo ATP luminescence, 3 h; 220,000 compounds, 0.42% hits; inhibition, % at 8 µM; in the data active = inhibition above about 15%;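 note: 0% = DMSO vehicle and 100% = wells lacking enzyme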
An asterisk follows results filed as active; · = no result given; & = joins results of further samples; [ ] = remark or other dose. This is a subset; count on the stated rates, not on these rows.

SMILES	RBBP9 inhibitor	BaF3 parental	NCF1 inh	Tb hexokinase	Ba/F3 V617F tox	EP2 antag	Furin inhibitor	PPC-1+TRAIL kill	p97 inhibitor
Nc1c(NCCN2CCCCC2)c2ccccc2oc1=O	3	1	0	2	-6	5	-21	16	8
Cc1onc(-c2ccccc2Cl)c1C(=O)Nc1ccc(CN2CCCC2)cc1	1	4	-23	-3	-1	20	-5	-4	0
O=C(COC(=O)c1ccc[nH]c1=O)Nc1cc(S(=O)(=O)N2CCCCC2)ccc1Cl	0	7	·	-12	2	2	-27	-35	7
Cn1c(=O)c2c(nc(N3CCCCC3)n2CCSc2nc3ccccc3s2)n(C)c1=O	-2	3	0	-4	-2	0	-12	4	4
CN1CCN(NC(=O)C23CC4CC(CC(C4)C2)C3)CC1	-4	3	-21	-6	-2	3	-26	23	3
COc1ccc(CN2CC(C(=O)NCc3ccc4c(c3)OCO4)CC2=O)cc1 (stereo unspecified)	-4	7	9	0	0	7	-22[20 µM]	8	2
CN(C(=O)CSc1nncc2ccccc12)C1CCCCC1	-4	2	-11	-6	-2	10	-35	9	2
CCO[C@@H]1OC(C(=O)O)=C[C@H](C)[C@H]1CCCO	1	-5	·	-7	-1	4	-28	0	4
N#CCC(=O)NN=C1CCCCCCCCCCC1	-4	4	-13	0	2	5	-20[20 µM]	17	-4
O=C(Nc1ccccc1)C1CCCN(C(=O)c2ccc(Cl)cc2)C1 (stereo unspecified)	-4	2	3	-3	-2	4	-23	18	4
CC(C)C(=O)N(Cc1cc2ccccc2[nH]c1=O)C(C)C	-7	0	-10	-8	-2	7	-3	15	9
CCOC(=O)C(NC(=O)NCc1ccccc1OC)(OCC)C(F)(F)F (stereo unspecified)	-8	5	-6	3	-1	4	-23	-2	3
CN1CCN(c2nc3c(c(=O)[nH]c(=O)n3C)n2CCSc2nnnn2-c2ccccc2)CC1	-7	4	-9	-14	-2	7	-17	6	-1
COc1cccc(Nc2nc3ccccc3c(=O)[nH]2)c1	3	1	-8	2	-4	6	-9	13	5
Cc1cccc(C)c1NC(=O)CSc1nnc(Cn2nnc(-c3ccccc3)n2)n1-c1ccccc1	-5	6	-12	-7	1	3	-2	11	-4
CC(C)c1ccc(S(=O)(=O)c2nnn3c2nc(N2CCCCC2)c2ccccc23)cc1	1	0	-28	-7	-6	7	-15	27	7
COc1cccc(CNC(=O)c2cc(COc3c(F)cccc3F)on2)c1	-16	0	-17	-1	-2	4	-16	8	-5
COc1cc(S(=O)(=O)N2CCOCC2)ccc1NC(=O)CSc1nnc(N)s1	-4	0	-10	6	-3	6	-22	1	7
Cc1ccnc(NC(=O)CCCc2ccccc2)c1	-5	8	-6	1	2	8	-15	46	-4
COc1cnn(-c2ccccc2)c(=O)c1OC	1	1	-9	-2	-4	7	-5	-11	3
Cc1cccc2cc(COC(=O)C(C)(C)C)c(=O)[nH]c12	-1	6	-11	-9	1	23	-15[20 µM]	12	-2
O=C(COc1cccnc1[N+](=O)[O-])N1CCc2ccccc21	-2	5	15	-7	1	3	-14	14	2
COc1ccc(C2=NOC(C(=O)NCc3cccs3)C2)cc1 (stereo unspecified)	-3	3	-13	-6	0	9	-20[20 µM]	14	4
Cn1cc(/C=N/n2cnc3scc(-c4ccccc4)c3c2=O)c2ccccc21	2	5	-5	48	2	7	-3	-3	2

An excerpt of these results, with two lines to a compound.
Value order – RBBP9 inhibitor	BaF3 parental	NCF1 inh	Tb hexokinase	Ba/F3 V617F tox	EP2 antag	Furin inhibitor	PPC-1+TRAIL kill	p97 inhibitor
CC(C)c1ccc(S(=O)(=O)c2nnn3c2nc(N2CCCCC2)c2ccccc23)cc1
 : 1	0	-28	-7	-6	7	-15	27	7
COc1cccc(CNC(=O)c2cc(COc3c(F)cccc3F)on2)c1
 : -16	0	-17	-1	-2	4	-16	8	-5
COc1cc(S(=O)(=O)N2CCOCC2)ccc1NC(=O)CSc1nnc(N)s1
 : -4	0	-10	6	-3	6	-22	1	7

Next section
SMILES	RBBP9 inhibitor	BaF3 parental	NCF1 inh	Tb hexokinase	Ba/F3 V617F tox	EP2 antag	Furin inhibitor	PPC-1+TRAIL kill	p97 inhibitor
CC(C)CCn1c(Sc2nc3ccccc3s2)nc2c1c(=O)[nH]c(=O)n2C	-4	-2	2	1	-2	6	-11	-11	1
CCOc1ccc(-c2nnc(SCC(=O)Nc3ccc4c(c3)c3ccccc3n4CC)n2N)cc1	-6	0	28	13	3	3	-10[20 µM]	16	-4
COc1cc(-c2cc(=O)c3c(O)c(OC)c(OC)c(OC)c3o2)cc(OC)c1OC	·	·	12	-9	·	17&13	-13	2	·
Cc1nc(C(=O)NNC(=O)Nc2ccccc2)cs1	7	0	-5	-3	-3	7	-16	-4	7
Fc1ccc(CSc2nc3ccccc3[nH]2)c2ccccc12	-9	4	-6	8	0	11	-20[20 µM]	2	1
Cc1cccc(C(C)C)c1NC(=O)c1ccc(COc2ccc3c(C)cc(=O)oc3c2)cc1	-6	5	-48	-6	-1	11	-34	25	3
CCOC(=O)/C(=C/c1cn(C)c2ccccc12)NC(=O)c1ccccc1	-3	2	4	-34	0	12	-1	4	4
Cc1ccnc2nc(C(=O)Nc3cc(Cl)ccc3N3CCOCC3)nn12	-3	6	1	-6	-2	16	-8	15	1
C=CCSc1n[nH]c(-c2ccccc2)n1	-7	5	-7	-3	-1	11	-14[20 µM]	4	-1
CCOc1ccc(/C=N/NC(=O)Cn2ccnc2C)cc1	-11	1	2	-6	4	2	-10	12	-3
O=C(OCC(=O)N1CCCC1)c1ccc(NS(=O)(=O)c2cccs2)cc1O	-3	2	-1	4	0	6	-13	17	-4
Cc1ccc(Oc2ccc(OCC(=O)NC(CC(C)C)C(=O)O)cc2)cc1 (stereo unspecified)	0	6	-230	-7	1	9	-12	15	0
COc1cc(OC)c(C2N(c3cc(C)on3)C(=O)C3CCCN32)cc1OC (stereo unspecified)	2	9	-4	-20	-3	12	1	17	1
O=C(Nc1nc(-c2ccc(S(=O)(=O)N3CCOCC3)cc2)cs1)c1ccccc1	-20	7	-65	-10	2	·	-23[20 µM]	0	3
O=C(CCCC(=O)OCC(=O)NC1CCCC1)Nc1ccccn1	-4	1	-25	2	2	14	-6[20 µM]	16	1
CCCCNc1c2c3c(cccc3n(C)c1=O)C(=O)c1ccccc1-2	24*	4	-59	-9	1	9	-13[20 µM]	13	-5
COc1ccc(OCCSc2nc3ccccc3c(=O)[nH]2)cc1	-7	1	-6	7	-1	8	-20	-22	0
CCCCNC(=O)C(=O)NCCCn1ccnc1	-5	1	10	3	-1	10	-5	4	1
CCOC(=O)Cn1nc(C)n(-c2ccc(C)cc2)c1=O	-4	6	1	3	-2	8	-22[20 µM]	8	2
O=C(COC(=O)c1cc(=O)[nH]c2ccc(Br)cc12)c1ccccc1	-4	2	5	-14	-5	11	-16	28	5
CN(C1CCCCC1)S(=O)(=O)c1ccc(S(=O)(=O)N2CCN(C(=O)c3ccccc3F)CC2)cc1	-1	3	-13	-2	-1	8	-10[20 µM]	7	-8
CC(=O)Nc1ccc(S(=O)(=O)NC(C(=O)O)C(C)C)cc1 (stereo unspecified)	0	3	·	0	4	6	-10[20 µM]	·	-2
O=C(O)c1cc(-c2cccc(Cl)c2)nc2nc(N3CCCCC3)sc12	3	9	-20	22	1	9	-40	32	-4
CC1(C)CC(=O)C/C(=N/NC(=O)C2CCN(S(=O)(=O)c3cccs3)CC2)C1	-7	6	-8	0	0	5	-19	26	2
CC(=O)/C(C[N+]1(C)CCCCC1)=N\O	1	1	0	2	3	13	-8[20 µM]	-1	-4
COc1cccc(-c2cc(C(=O)N3CC4(C)CC3CC(C)(C)C4)no2)c1 (stereo unspecified)	-10	0	-5	-1	0	0	-7	6	-5
O=C(C1CCCN1S(=O)(=O)c1cccc2cccnc12)N1CCc2ccccc2C1 (stereo unspecified)	-7	3	11	-8	-4	14	-27	39	1
CN(C)/C=N/c1sc2c(c1C#N)CC(C)(C)NC2(C)C	-2	2	-17	-46	-2	13	-10[20 µM]	24	0
Cc1cc(C)n(-c2ccc(C(=O)OCC(=O)Nc3ccc(S(=O)(=O)N4CCCCC4)cc3)cc2)n1	-11	1	-11	-4	-5	8	-16[20 µM]	13	3
Cc1cc(Oc2ccccc2)nc(SCC(N)=O)n1	-7	2	-6	0	-2	13	-24[20 µM]	21	4
COc1cccc(-n2cnc3scc(-c4cccs4)c3c2=O)c1	-1	3	-5	4	-1	15	-14[20 µM]	7	3
CC1(C)CC(=O)C2=C(C1)Nc1ccccc1NC2	-7	0	-6	-37	0	6	-14	-4	-1
CC(=O)Nc1ccc(/C=N/Nc2ccc(C(=O)c3c(C)cc4ccccn34)cc2[N+](=O)[O-])cc1	5	-11	7	-26	-4	3	-10	7	1
O=c1c2ccccc2c(-c2ccc(Cl)cc2)nn1-c1ccccc1	0	5	-20	-1	-2	5	-13[20 µM]	0	0
CCC(=O)NC(C)C(c1cccs1)N1CCN(Cc2ccccc2)CC1 (stereo unspecified)	-1	10	-14	-3	-2	9	-12	18	6
Cc1cccc(-c2nc3c(c(SCC(=O)N4CCOCC4)n2)CCCC3)c1	11	2	-1	-7	-3	13	3[20 µM]	16	-2
CCn1c(=O)c(=O)[nH]c2cc(C(=O)Nc3ccc(S(=O)(=O)N4CCCC4)cc3)ccc21	-12	7	-49	-20	3	15	-22	12	-1
O=C(NCc1ccccc1)C12CC3CC(CC(C3)C1)C2	-7	6	-19	-7	1	3	-20[20 µM]	8	0
CC(C)(C)c1nc(CN2CCOCC2)cc(CN2CCOCC2)c1O	-3	5	8	-10	4	0	-10[20 µM]	-27	-1
COc1cc(-c2csc(N3CCOCC3)n2)cc(OC)c1OC	-5	-1	-10	-1	-1	11	-17	7	-2
CCOC(=O)C1=NN(c2ccccc2)C2(S1)SC(C(C)=O)=C(C)N2c1ccccc1 (stereo unspecified)	2	5	-15	-11	-2	2	-15[20 µM]	16	2
CNC(=O)OCCSCCS(=O)(=O)c1ccc(Cl)cc1	-3	-1	0	0	-4	3	-16	-1	2
Cn1c(OCc2ccco2)nc2c1c(=O)n(Cc1ccc(Cl)c(Cl)c1)c(=O)n2C	2	0	29	-1	-3	11	-20[20 µM]	-14	0
O=S(=O)(c1ccc2ccccc2c1)N1CCN(S(=O)(=O)N2CCCCC2)CC1	1	4	-6	-12	-2	3	-23[20 µM]	16	5
CCOC(=O)Cc1nnc2c(Nc3ccc(Cl)cc3)nc3nonc3n12	-9	6	-10	11	0	8	-7	6	3
CC(C)CNS(=O)(=O)c1ccc(S(=O)(=O)N2CCC3(CC2)OCCO3)cc1	-6	2	-14	1	-2	7	-18	0	1
CCOCCCN1CN(Cc2ccco2)CNC1=S	1	8	-14	-5	-1	5	-5	13	0
COC(=O)CN1C(=O)N/C(=C/c2ccc(C)o2)C1=O	-3	0	-2	-44	-4	7	1	-2	2
N=c1c2c(-c3ccccc3)c(-c3ccccc3)n(Cc3ccccc3)c2ncn1CCCO	1	9	-22	11	8	7	-12[20 µM]	24	2

Screening results from PubChem BioAssay.
